Source: PubChem
Menin MLL FP TR – inhibitors of human menin-MLL interaction, mutant MLL peptide | actives 0.23% (n = 270,000) | Menin + Texas Red MLL mutant peptide, fluorescence polarization | Potency, µM (highest dose often 61.6 µM), for the others: top-dose FP activity change, negative = inhibition, hits mostly inhibitors | O00255; active means well fitted inhibition curve with a large enough effect in the polarisation, with a control signal flat, not every such curve was filed as active; inconclusive means small, poorly fitted or top-dose-only effect, or effect the other way, or a change in a side signal; inactive means no such curve, though single readings can be large or run the other way; the % refers to the polarisation; further: potency means the concentration at half of the fitted maximal effect; % of control where 0% means no effect; many of its hits are not listed in these tables
Target sequence (O00255 whole entry, looked up): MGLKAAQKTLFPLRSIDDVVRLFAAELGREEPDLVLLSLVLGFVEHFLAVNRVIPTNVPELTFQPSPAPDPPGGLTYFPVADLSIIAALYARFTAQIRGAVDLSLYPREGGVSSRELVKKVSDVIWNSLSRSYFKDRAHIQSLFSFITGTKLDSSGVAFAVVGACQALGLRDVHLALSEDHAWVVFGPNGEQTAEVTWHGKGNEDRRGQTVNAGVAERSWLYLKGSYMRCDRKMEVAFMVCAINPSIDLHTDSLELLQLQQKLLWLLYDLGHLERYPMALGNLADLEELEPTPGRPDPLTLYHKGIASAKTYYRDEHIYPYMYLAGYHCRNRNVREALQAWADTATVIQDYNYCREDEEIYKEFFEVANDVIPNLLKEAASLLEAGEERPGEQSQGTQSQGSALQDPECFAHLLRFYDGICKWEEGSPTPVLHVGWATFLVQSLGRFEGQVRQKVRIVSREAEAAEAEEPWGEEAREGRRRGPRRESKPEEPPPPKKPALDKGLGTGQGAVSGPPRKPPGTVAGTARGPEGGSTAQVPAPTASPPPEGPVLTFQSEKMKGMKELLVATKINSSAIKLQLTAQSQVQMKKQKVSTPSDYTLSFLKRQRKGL
ELG1 genotoxic – induces genotoxicity in HEK293T cells with luciferase-tagged ELG1. Potency, µM (series often up to 46 µM), inactives show at the top dose activity change, positive = activation, most hits filed as activators. actives 1.3% (n = 330,000). HEK293T ELG1-luciferase reporter, luminescence, 16 h. AID 504466; further: potency means the concentration at half of the fitted maximal effect; % of control where 0% means no effect; nearly all actives have a fitted effect of over 60% in size
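Genotoxic stress is detected as increased luminescence from luciferase-tagged ELG1 in HEK293T cells, measured with ONE-Glo after a 16 hr treatment at 37 °C.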
Rab9 promoter act – activates the Rab9 promoter. Huh7 Rab9 promoter-luciferase reporter, luminescence, 24 h. Potency, µM (titrated, usually from 9.22 µM), inactives show top-dose activation, negative = inhibition, actives largely listed as activators. actives 2.8% (n = 320,000). AID 485297; further: potency means the concentration at half of the fitted maximal effect; % of control where 0% means no effect; nearly all actives have a fitted effect of over 60% in size
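Using Huh7 cells stably transfected with Rab9 promoter–luciferase, compounds were incubated 24 h at 37 °C, 5% CO2; luciferase luminescence was read 10 min after reagent addition.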
NPC1 promoter act – activators of NPC1 promoter | Huh7 NPC1 promoter luciferase reporter, 24 h | Potency, µM (highest dose often 9.22 µM), for inactives: at the highest dose activation, hits mostly activators | actives 2.4% (n = 320,000) | AID 485313;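 further: potency means the concentration at half of the fitted maximal effect; % of control where 0% means no effect; nearly all actives have a fitted effect of over 60% in size; reporter is driven by a mutant NPC1 promoter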
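NPC1 promoter–luciferase Huh7 cells; 24 h compound; luminescence.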
PKM2 activator – PKM2 (human) enzyme activation | purified PKM2, Kinase-Glo ATP luminescence, activation; response scale: 0% is enzyme alone, no compound | P14618 | AID 1631 | actives 0.34% (n = 260,000) | Potency, µM (titrated, usually from 57.5 µM), inactives show top-dose activation, usual class: activators; further: potency means the concentration at half of the fitted maximal effect; on the % scale 0 is the no-effect control and ±100 the full control effect; nearly all actives have a fitted effect of over 55% in size
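Kinase-Glo luminescence reports ATP generated from ADP (0.1 mM) and PEP (0.5 mM) by purified hPK-M2 after 1 h at room temperature, pH 7.2 imidazole buffer; intermediate enzyme activity allows detecting inhibitors and activators.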
RORgamma inh – inhibitors of mouse ROR gamma transcriptional activity | Drosophila S2 Gal4-RORgamma UAS-luciferase reporter, 20 h | Potency, µM (series often up to 53.6 µM), without a hit: top-dose activity change, negative = inhibition, usual class: inhibitors | actives 5.4% (n = 310,000); further: potency means the concentration at half of the fitted maximal effect; on the % scale 0 is the no-effect control and ±100 the full control effect; nearly all actives have a fitted effect of over 60% in size
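ROR gamma transcriptional activity was tracked as Gal4-UAS luciferase output in stably transfected Drosophila Schneider cells, with compound added 1 hr before 700 uM copper sulfate induction and a 20 hr ambient-temperature incubation.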
Gal4-VP16 FLuc – counter-screen for ROR gamma inhibitors: Gal4-VP16 reporter; Drosophila S2 Gal4-VP16 UAS-luciferase, luminescence, 20 h; Potency, µM (series often up to 53.6 µM), for inactives: at the highest dose activity, negative = inhibition, usual class: inhibitors; actives 3.5% (n = 310,000);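 further: Gal4-VP16 expression switched on by copper sulfate through the metallothionein promoter; potency means the concentration at half of the fitted maximal effect; on the % scale 0 is the no-effect control and ±100 the full control effect; nearly all actives have a fitted effect of over 50% in size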
FLuc modulator – inhibits or activates purified firefly luciferase, miR-21 counter-screen; AID 588342; P08659; actives 6.9% (n = 360,000); purified FLuc, Km substrates, luminescence inhibition; Potency, µM (top dose mostly 57.5 µM), without a hit: at the highest dose activity change, negative = inhibition, actives largely listed as inhibitors;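 further: potency means the concentration at half of the fitted maximal effect; plate controls were vehicle for no effect and reference inhibitor for full effect; nearly all actives have a fitted effect of over 55% in size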
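Purified P. pyralis luciferase, 10 nM final, with Km-level 10 uM D-luciferin and 10 uM ATP in 50 mM Tris acetate pH 7.5, 10 mM Mg acetate, 0.01% Tween-20, 0.05% BSA; 6-point qHTS titration about 60 µM downward; luminescence read.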
Giardia killer – Giardia lamblia killing. activity change, % at 7.66 µM, hits read low. actives 0.15% (n = 340,000). Giardia lamblia trophozoite viability; in the data active means activity change below about -80%; inconclusive means between about -30% and that limit;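 further: parasites exposed to compound for two days anaerobically before the ATP read; on the % scale 0 is the no-effect control and ±100 the full control effect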
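Each well holds 100 Giardia trophozoites and compound. After two days (48 hrs) at 37 deg C in anaerobic conditions, ATP is quantified by luminescence.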
p53 reactivator – restores transcriptional activity of mutant p53; H1299 p53-A138V BP100-luciferase reporter, luminescence, 24 h; actives 0.063% (n = 320,000); Potency, µM (highest dose often 92.2 µM), for the others: at the top dose activity change, positive = activation, most hits filed as activators; further: potency means the concentration at half of the fitted maximal effect; % of control where 0% means no effect; nearly all actives have a fitted effect of over 45% in size
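p53-null H1299 cells stably carrying temperature-sensitive p53-A138V and a BP100-luciferase reporter were pinned with compounds (4-point, 1:5 series) and held 24 hrs at 37 deg C. Luminescence was read 10 min after detection reagent.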
BRCA1 expr act – BRCA1 expression activation | Potency, µM (titrated, usually from 46.1 µM), for inactives: top-dose activation, actives largely listed as activators | AID 624202 | MCF7-BRCA1-FFLuc reporter, luminescence, 48 h; response scale: scaled: vehicle 0%, 10 µM genistein 100% | actives 1.1% (n = 380,000); further: potency means the concentration at half of the fitted maximal effect; nearly all actives have a fitted effect of over 80% in size; some results filed as inactive show a strong effect at the top dose
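Reporter cells (MCF7, BRCA1 promoter-firefly luciferase) received library compounds across a concentration series for 48 h. End-point luminescence was measured and concentration-effect curves derived after normalization.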
Starred values were filed as active, the others as inactive; ? = inconclusive; · = no result given; [ ] = dose if it differs, or a comment. Unless noted, the call rests on the fitted dose curve; in most records, active means well fitted curve in the direction sought with a large enough effect; inconclusive means small, poorly fitted or top-dose-only effect, or another doubt; inactive means no such curve, though single readings can be large; an effect the other way counts as inactive or inconclusive.

SMILES | Menin MLL FP TR | ELG1 genotoxic | Rab9 promoter act | NPC1 promoter act | PKM2 activator | RORgamma inh | Gal4-VP16 FLuc | FLuc modulator | Giardia killer | p53 reactivator | BRCA1 expr act
CCOC(=O)C1=C(C)OC(N)=C(C#N)C1c1cc2cc(C)ccc2nc1N1CCCCC1 (configuration not stated) | -11% | 3% | 29% | 19% | -2% | ? | -5% | ? | 11 | 14% | 1%
CCCCn1c(N)c(N(CCOC)C(=O)C2CCN(c3ncnc4sc(C)c(C)c34)CC2)c(=O)[nH]c1=O | · | -1% | -1% | -11% | · | · | · | 0% | -10 | -4% | 0%
Cc1noc(C)c1C(=O)Nc1nnc(CC(C)C)s1 | · | 0% | 2% | 1% | 1% | -43% | -7% | 0% | -1 | -2% | -12%
Cc1ccc(S(=O)(=O)N2CCCCC2)cc1C(=O)N1CCN(CCO)CC1 | · | 3% | -6% | -2% | · | · | · | 3% | 20 | -6% | 2%
CC(C)c1ccc(NC2CCCN(C(=O)c3ccncc3)C2)cc1 (configuration not stated) | · | 7% | 0% | -5% | 4% | 2.5µM* | 1.6µM* | 2% | 15 | 4% | -8%
Cc1cccc(OCCNC(=O)c2ccc(Cl)c(S(=O)(=O)NCc3cccnc3)c2)c1 | · | 0% | -25% | -26% | · | · | · | -1% | -1 | 4% | -33%
CCN(CC)CCNC(=O)c1ccc(NC(=O)c2ccccc2-c2ccc(C(F)(F)F)cc2)cc1 | -18% | 7% | -1% | -2% | · | ? | ? | 1% | 18 | -3% | -49%
C/C(=N\NC(=O)c1cccnc1)c1ccc(OC2OCCOC2Oc2ccc(/C(C)=N/NC(=O)c3cccnc3)cc2)cc1 (configuration not stated) | -5% | -5% | -4% | -2% | -2% | -42% | -24% | 1% | -6 | -1% | 0%
Cc1ccc(C)c(NC(=S)NNC(=O)c2ccco2)c1 | 4% | -4% | 8% | 12% | -12% | 2.2µM* | -7% | 7% | -10 | -4% | -1%
CCN(CC)C(=O)c1c(-c2ccccc2)oc2ccc(O)cc12 | -6% | 0% | 1% | -2% | 0% | · | · | -2% | -6 | · | -22%
C/C(=N/NC(=O)c1ccc(Br)o1)c1cccs1 | · | 9.2µM* | 4µM* | 2.5µM* | -17% | ? | ? | 17µM* | 18 | 12% | ?
Cc1ccc(OCCNC(=O)c2ccc3ccccc3n2)cc1 | 1% | 21% | 3% | -6% | · | 38% | 1% | ? | 36[activator] | 8% | 39%
Cc1ccc(-c2nc(=S)c3c(n2Cc2ccco2)CC(C)(C)OC3)cc1 | -13% | 0% | 0% | 6% | -7% | 2.8µM* | 16µM* | -4% | 0 | 1% | -36%
COc1ccc(CCN(C)C2CCCN(C(=O)c3sccc3C)C2)cc1OC (configuration not stated) | ? | 0% | -5% | 2% | 0% | -12% | -8% | 0% | 26 | -12% | 2%
CN(C)CCNC(=S)Nc1ccccc1Cl | 0% | 0% | 14% | -3% | 1% | -27% | -8% | 7% | 6 | -7% | 3%
O=C(c1ccc2c3c(cccc13)CC2)C1CCCN(Cc2ccc(OCCO)cc2)C1 (configuration not stated) | -21% | -3% | -13% | -2% | 0% | -22% | -3% | -2% | ? | -5% | -22%
O=C(Cn1cnc2scc(-c3ccc(F)cc3)c2c1=O)N1CCOCC1 | -10% | -3% | -5% | -1% | 2% | 29% | 1% | 0% | -3 | -1% | -24%
Cc1ccc(S(=O)(=O)NCCSc2nnnn2-c2cc(C)ccc2C)cc1 | 2% | -13% | 1% | 0% | -14% | ? | 16% | 4% | 13 | 6% | -54%
Cc1c(C(=O)N2CCC(C)CC2)sc2ncn(CC(=O)N3CCC(C)CC3)c(=O)c12 | 2% | 0% | 0% | 4% | -4% | 1% | 16% | -2% | 3 | -6% | -13%
CCCCN(c1nc2ccccc2nc1Cl)S(=O)(=O)c1ccc(C)cc1 | 42%[activator] | -9% | -3%[1.84 µM] | -11% | · | -35% | 2.5µM* | -2% | 12 | 1% | -22%
CCOC(=O)C1=C(c2ccc(OC)cc2)C(=O)c2ccccc2C1=O | -11% | -14% | -51%[inhibitor] | -37%[inhibitor] | 0% | 6.3µM* | 4.5µM* | -1% | -9 | -22% | -98%
Cc1cccc2sc(NC(=O)c3ccc(NS(=O)(=O)c4cccs4)cc3)nc12 | ? | 0% | -13% | -1% | -2% | 10% | -11% | -14% | 3 | 7% | -22%
CCC(=O)N1CCc2cc(Br)cc(S(=O)(=O)N3CCCC(C(=O)NC(C)(C)C)C3)c21 (configuration not stated) | -9% | -3% | -5% | -3% | 4% | 25% | -8% | 4% | 13 | -6% | -18%
Cc1[nH]c2ccccc2c1/C=N/NC(=O)CNC(=O)c1ccc2c(c1)OCO2 | 0% | -2% | -1% | -1% | -7% | ? | -8% | -1% | 9 | -21% | -7%
O=[N+]([O-])c1nn(-c2ccccc2)n(O)c1=NC1CCN(Cc2ccccc2)CC1 | -3% | -2% | -7% | 0% | -1% | -4% | 19%[10 µM] | 3% | -85* | 11% | -79%[inhibitor]

5 compounds picked at random from those above:
SMILES | Menin MLL FP TR | ELG1 genotoxic | Rab9 promoter act | NPC1 promoter act | PKM2 activator | RORgamma inh | Gal4-VP16 FLuc | FLuc modulator | Giardia killer | p53 reactivator | BRCA1 expr act
Cc1cccc(OCCNC(=O)c2ccc(Cl)c(S(=O)(=O)NCc3cccnc3)c2)c1 | · | 0% | -25% | -26% | · | · | · | -1% | -1 | 4% | -33%
Cc1c(C(=O)N2CCC(C)CC2)sc2ncn(CC(=O)N3CCC(C)CC3)c(=O)c12 | 2% | 0% | 0% | 4% | -4% | 1% | 16% | -2% | 3 | -6% | -13%
Cc1[nH]c2ccccc2c1/C=N/NC(=O)CNC(=O)c1ccc2c(c1)OCO2 | 0% | -2% | -1% | -1% | -7% | ? | -8% | -1% | 9 | -21% | -7%
CCOC(=O)C1=C(C)OC(N)=C(C#N)C1c1cc2cc(C)ccc2nc1N1CCCCC1 (configuration not stated) | -11% | 3% | 29% | 19% | -2% | ? | -5% | ? | 11 | 14% | 1%
CCCCN(c1nc2ccccc2nc1Cl)S(=O)(=O)c1ccc(C)cc1 | 42%[activator] | -9% | -3%[1.84 µM] | -11% | · | -35% | 2.5µM* | -2% | 12 | 1% | -22%

Carrying on:
SMILES | Menin MLL FP TR | ELG1 genotoxic | Rab9 promoter act | NPC1 promoter act | PKM2 activator | RORgamma inh | Gal4-VP16 FLuc | FLuc modulator | Giardia killer | p53 reactivator | BRCA1 expr act
CS(=O)(=O)Nc1ccccc1C(=O)Nc1cc2c(cc1C(=O)O)OCCCO2 | ? | -3% | -3% | 0% | -1% | -24% | -5% | 3% | -15 | 8% | 13%
Cc1ccccc1C(=O)NCC(=O)NNC(=S)NC(=O)c1ccccc1C | -9% | 2% | 1% | -3% | 0% | 5.6µM* | ? | 3% | 5 | 7% | -12%
CCCn1c(=O)cc(N)n(-c2ccc(OC(F)(F)F)cc2)c1=O | 16% | 0% | -6% | 2% | · | -2% | 3% | -2% | -6 | -4% | -2%
C[N+](C)(C)CCCNC(=O)c1ccc(/C=N/O)nc1 | -2% | -6% | 3% | 1% | -4% | -4% | 1% | 4% | -1 | -2% | -9%
c1ccc(CCc2ccccc2-c2nc(-c3cccnc3)no2)cc1 | 4% | -14% | -10% | 4% | -24% | ? | -5%[0.365 µM] | 13% | 9 | 0% | -19%
CC(C)[C@H](NC(=O)c1cccc(S(=O)(=O)N2CCOCC2)c1)C(=O)Nc1nc2ccccc2s1 | -11% | 12% | ? | 23% | -1% | ? | 1% | ? | 6 | ? | 44%
Cc1nc(C)c(C(=O)O)c(-c2ccsc2)c1C(=O)O | · | 0% | -3% | -5% | 0% | -13% | 1% | 0% | 5 | -4% | -2%
COc1ccccc1NC(=S)N1CCCC1 | -1% | 0% | -6% | 1% | 3% | 0% | -4% | 7% | -19 | -12% | -22%
CSC1=NC2(C)CCCCC2C12C=CC(=O)C=C2 (configuration not stated) | · | 10% | -1% | 0% | -2% | -1% | -2% | -1% | 2 | 2% | 6%
COc1ccccc1CCN=C(N)NS(=O)(=O)c1ccc(C)cc1 | -1% | -2% | -6% | -6% | 3% | 42% | -4% | -4% | -16 | -2% | -29%
O=C(NC1CCCCC1)C(c1ccncc1)N(Cc1ccc2c(c1)OCO2)C(=O)c1cnsn1 (configuration not stated) | -10% | 0% | -3% | -1% | ? | 22% | -2% | 1% | 5 | -2% | -22%
N#CC1(NC(=O)CSc2nc3ncc(Cl)cc3[nH]2)CCCCC1 | · | 4% | 3% | 1% | · | · | · | -1% | 9 | -3% | -23%

Only part of the results is shown. The share of hits here may be higher or lower than overall.
